NS5 inhibitors: Dengue-2 NS5 methyltransferase inhibitors, primary screen, biochemical, confirmation dose response (AID 588689) | actives 0.3% (n = 340,000) | Dengue-2 NS5 methyltransferase capping enzyme assay, biochemical; higher % means a stronger effect | inhibition, % at 25 µM, or IC50 in µM where a hit was titrated; in the data active = a potency from the dose series; inconclusive = inhibition above about 29% without an active follow-up result
KOR beta-arrestin-1: KOR agonists, beta-arrestin recruitment, primary screen, cell-based, luminescence, uHTS (AID 1777). actives 0.02% (n = 280,000). one-dose activation, % at 10 µM; EC50 in µM for titrated hits. KOR beta-arrestin recruitment, luminescence; higher % means a stronger effect; in the data active = activation above about 50%, passing the limit was not always enough; also: a part of the inactive calls stands beside numbers as strong as those of hits
West Nile virus CPE: inhibition of WNV-induced cytopathic effect – cell-based, CPE readout (AID 1621); actives 0.02% (n = 290,000); West Nile virus-infected cells, CPE inhibition; higher % means a stronger effect; CPE inhibition, % at 10 µM; hits with a dose series show IC50 in µM; in the data active = a potency from the dose series; inconclusive = CPE inhibition mostly from about 3.7% at the one dose, without a potency; inactive = the rest, 99 in 100 with CPE inhibition below about 2.2%; also: strong numbers were not always called active
Yfh1-depleted yeast: mitochondrial function rescue without frataxin homolog – Friedreich's ataxia, plus single-dose screen, dose response (AID 1465); S. cerevisiae Yfh1-off respiration, WST-1 reduction, 72 h; higher fold induction means a stronger effect; fold induction at 50 µM; hits with a dose series show EC50 in µM; actives 0.074% (n = 220,000);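 active = fold induction of absorbance versus untreated yeast above a set limit, then at least 30% activation at any dose in follow-up; inconclusive = repeats straddling the limit, or above it without dose testing; inactive = fold induction below the set limit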;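 also: activators that raise dye reduction in frataxin-depleted yeast; strong numbers were not always called active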
KOR beta-arrestin-2: kappa opioid receptor blockers – cell-based, luminescence, uHTS (AID 1778). KOR beta-arrestin recruitment, luminescence, antagonist mode; higher % means a stronger effect. one-dose inhibition, % at 10 µM; IC50 in µM for titrated hits. actives 0.091% (n = 290,000); also: strong numbers were not always called active
AID2073: disruptors of CaV2.2 binding to Mint1 – biochemical, HTRF (AID 2073). HTRF protein-protein interaction, Mint1-CaV2.2; higher % means a stronger effect. inhibition, % at 20 µM, or IC50 in µM where a hit was titrated. actives 0.19% (n = 290,000); in the data active = inhibition mostly above about 51%, no sharp cut-off; inconclusive = no clear call, values can overlap the other calls; inactive = mostly below about 53%; also: some results filed as inactive read as strong as hits
HEK293 NOD2/NF-kB: inhibition of NOD2-driven NF-kB reporter – cell-based, luminescence, uHTS, HEK293 (AID 1566). HEK293 NOD2/NF-kB luciferase reporter, luminescence; higher % means a stronger effect. inhibition, % at 4 µM; hits with a dose series show EC50 in µM. actives 0.63% (n = 290,000); also: many of its hits are not listed in these tables
NOD1 NF-kB reporter: inhibition of NOD1-driven NF-kB reporter – cell-based, luminescence, uHTS, primary screen (AID 1578); NOD1-driven NF-kB luciferase reporter cells, luminescence; higher % means a stronger effect; one-dose inhibition, % at 4 µM; EC50 in µM for titrated hits; actives 1% (n = 290,000); in the data active = inhibition mostly above about 36%, no sharp cut-off; inactive = mostly below about 34%;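 also: HEK-293T reporter cells stimulated with the NOD1 agonist gamma-tri-DAP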
HIV peptide binding: inhibitors of HIV fusion peptide binding, primary screen, biochemical, uHTS, fluorescence dequenching (AID 1986); inhibition, % at 20 µM, or IC50 in µM where a hit was titrated; actives 0.3% (n = 290,000); cell-free peptide binding, fluorescence dequenching, 30 min; higher % means a stronger effect; in the data active = inhibition mostly above about 52%, no sharp cut-off; inactive = mostly below about 76%; also: some results filed as inactive read as strong as hits
NS5 inhibitors pilot replicate: recorded beside NS5 inhibitors, whose call it bears; inhibition, %; measured here: pilot screen replicate inhibition
* = called active by the depositor; i = inactive; ? = inconclusive; . = no result given; [ ] = another dose, or the depositor's remark. Rule as the data show it, unless noted: active = inhibition above about 50%; inactive = the rest.

SMILES	NS5 inhibitors	KOR beta-arrestin-1	West Nile virus CPE	Yfh1-depleted yeast	KOR beta-arrestin-2	AID2073	HEK293 NOD2/NF-kB	NOD1 NF-kB reporter	HIV peptide binding	others
O=C(CSCc1ccccc1)Nc1ccc(Cl)cn1	4%	1.8%	0.3%	i	-11%	-2%	-34%	-50%	-1.8%
CCN(CC)S(=O)(=O)c1ccc(N2CCOCC2)c(NC(=O)C(=O)c2c(-c3ccccc3)cc3ccccn23)c1	3%	-4.0%	1.5%	i	-10%	4%	1%	-16%	-0.4%
C=CCc1cccc2cc(NC(C)=O)c(=O)oc12	-7%	-1.7%	0.5%	i	19%	1%	9%	-7%	-0.5%
COc1ccc2c(c1)sc(=N)n2C	-5%	-2.7%	-0.9%	i	13%	-3%	6%	0%	-0.8%
CC(C)c1ccc(CN(C)CC(O)c2ccccc2)cc1 (configuration not stated)	1%	-9.6%	-0.7%	i	18%	0%	-11%	-32%	1.0%
CC1CN(C(=O)c2cn3ccccc3n2)CC(C)O1 (configuration not stated)	0%	13%	0.3%	i	14%	1%	9%	-3%	0.5%
Cc1ccc(-c2onc3ccc(C=O)cc23)cc1	21%	-1.9%	0.3%	i	-13%	16%	-95%	-29%	-0.6%
O=C(Nc1ccc(CN2CCOCC2)cc1)c1cccs1	-1%	-2.0%	-0.2%	i	-2%	2%	-38%	.	1.6%
COC(=O)c1ccc(NC(=S)NCCC2=CCCCC2)cc1	-6%	7.2%	0.4%	i	-12%	-12%	34%	41%	-2.6%
CNS(=O)(=O)c1ccc2c(c1)NC(=O)C1CCCN21 (configuration not stated)	-7%	2.8%	-0.1%	i	20%	-6%	-7%	-24%	-0.4%
CCC(=O)Nc1sc(C(=O)Nc2ccccc2)c(C)c1C(=O)OC	6%	-4.4%	-1.1%	i	-48%[20 µM]	8%	-67%	-36%	0.1%
O=C(/C=C/c1c(Cl)cccc1Cl)NCCc1ccccc1	-7%	1.9%	-1.1%	i	15%	2%	1%	-11%	0.5%	NS5 inhibitors pilot replicate=-1.2
CCCCCn1cnc2c(=S)nc(N)[nH]c21	-8%	1.7%	0.0%	i	19%	-23%	-7%	2%	-0.3%
CCC(OC(=O)CN1C(=O)c2ccccc2C1=O)C(=O)NC1CCCC1 (configuration not stated)	2%	1.2%	0.1%	.	12%	1%	-7%	-42%	1.0%
Cc1ccc(Nc2nc(N)c([N+](=O)[O-])c(N3CCOCC3)n2)cc1	0%	4.0%	0.2%	i	-47%	6%	-3%	30%	-3.1%
CCOc1cc(-c2nc(-c3ccncc3)no2)cc(OCC)c1OCC	2%	4.3%	0.1%	i	-37%	20%	6%	-33%	0.5%
Fc1ccccc1Cc1noc(CN2CCN(Cc3ccc4c(c3)OCO4)CC2)n1	-5%	-0.7%	-0.6%	i	-36%	5%	-3%	-31%	-0.4%
CCCc1nnc(NC(=O)c2cc3ccccc3o2)s1	-4%	-2.4%	-0.2%	.	13%	14%	-68%	-4%	-0.3%
S=C(Nc1ccccc1Cl)NC1CCC(NC(=S)Nc2ccccc2Cl)CC1 (configuration not stated)	-7%	2.2%	0.3%	i	-25%	7%	-19%	-30%	0.7%
COc1ccc(OC)c(NC(=O)CCCc2ccccc2)c1	.	-1.5%	0.1%	.	-13%	30%	2%	-21%	0.9%
Cc1nc(NCCc2ccccc2)c2nnn(Cc3ccccc3Cl)c2n1	5%	2.2%	-0.3%	.	-16%	-3%	-6%	-15%	0.6%
Cc1ccc(N(C)C(=O)N2CCN(c3ccccn3)CC2)cc1	-2%	-4.1%	0.4%	i	20%	-4%	-2%	-30%	-0.1%
CC1CCCC(C)N1C(=O)c1ccc(CS(=O)(=O)c2ccccc2)cc1 (configuration not stated)	-3%	-6.8%	-1.2%	.	21%	-5%	13%	-15%	-0.7%
CC1CCCN(CC(=O)Nc2ccc(S(=O)(=O)N3CCCCCC3)cc2)C1 (configuration not stated)	-3%	-3.0%	-0.8%	i	0%	-7%	-10%	-9%	-2.9%
O=C(Nc1ccc(N2CCCC2)cc1)c1ccc(Cl)cc1Cl	-1%	-7.1%	0.6%	.	33%	1%	-29%	-9%	-2.9%
Cc1ccc2oc(=O)cc(/C=C/c3ccccc3)c2c1	-5%	-0.2%	-1.2%	i	-4%	-9%	-6%	-31%	-1.0%
CCC(C)Nc1nc2ccccc2n2c(C)nnc12 (configuration not stated)	1%	-6.9%	-0.2%	.	4%	10%	10%	-3%	-0.3%
O=C(CCc1nnc(CCCCc2ccccc2)o1)NCCCc1cccnc1	-12%	.	0.1%	i	-16%[20 µM]	2%	2%	-16%	-0.4%
O=C(Nc1ccc(C(F)(F)F)cc1)c1ccc(NC(=O)C2CCCO2)cc1 (configuration not stated)	-8%	5.0%	-1.6%	.	-43%	-7%	27%	-1%	13%
c1coc(CNc2nc3nonc3nc2NCc2ccco2)c1	-5%	1.1%	0.0%	i	-33%	-1%	23%	33%	3.9%
Cc1cc(NC(=O)Nc2cccc(Cl)c2)n(C(C)(C)C)n1	-18%	2.2%	-0.3%	.	-27%	-7%	-1%	-17%	-1.4%
COC(=O)c1ccc(NC(=O)COC(=O)C2CC(=O)N(Cc3ccccc3)C2)cc1 (configuration not stated)	-3%	2.4%	0.0%	i	-13%	-1%	-4%	-48%	1.6%
Nc1ccc(-c2nc3cc(N)ccc3n2CCO)cc1	1%	1.1%	0.8%	i	9%	?	-18%	-9%	0.0%
Cc1cccc(Cn2c(=O)n(Cc3ccco3)c(=O)c3ccccc32)c1	-10%	-3.1%	0.3%	i	-10%	-2%	2%	1%	-0.5%
COCC(=O)NC1CCN(S(=O)(=O)c2ccc(C(=O)O)cc2)CC1	3%	-14%	0.1%	i	-16%	6%	8%	10%	-0.8%	NS5 inhibitors pilot replicate=1.2
Cc1ccc(C(=O)NCC(=O)Nc2ccncc2)cc1	1%	-0.1%	-1.0%	.	17%	8%	11%	-27%	0.0%
O=c1[nH]nc(-c2ccc(NCCCO)c([N+](=O)[O-])c2)c2ccccc12	1%	-3.5%	-0.9%	.	-17%	-6%	-10%	-4%	-1.9%
O=C(NCCCn1ccnc1)C(=O)NCC1OCCN1S(=O)(=O)c1ccccc1 (configuration not stated)	-1%	-4.8%	0.5%	i	-14%	0%	14%	-24%	-0.4%
O=C(CSc1ccc(-c2ccccc2)nn1)c1ccccc1	0%	-1.0%	-0.4%	i	13%	9%	-27%	-42%	-1.7%
C#CCNC(=O)C1=C[C@@H](c2coc3ccccc3c2=O)C[C@@H](OCCCCO)O1	5%	-2.0%	0.0%	i	-13%	-8%	10%	4%	0.1%
CSc1nnc2ccc(-c3cccs3)nn12	-1%	-0.1%	0.2%	i	12%	35%	10%	-41%	0.0%
Cc1ccc(CNC(=O)CS(=O)Cc2nc(-c3cccs3)oc2C)cc1 (configuration not stated)	-5%	-5.6%	-0.3%	i	-1%	3%	8%	-14%	-0.1%
COc1ccc(NC(=S)NCc2ccc(Cl)cc2)c(OC)c1	.	-0.9%	-1.5%	.	-23%[20 µM]	0%	11%	0%	-1.6%
Cc1ccc(C(=O)NC2CCCCNC2=O)cc1 (configuration not stated)	4%	5.4%	-0.3%	i	4%	-12%	-20%	-10%	0.9%
CCOC(=O)CC(NC(=O)c1ccccc1)c1ccc(OC)cc1 (configuration not stated)	3%	-5.3%	-0.7%	i	21%	-5%	3%	-22%	0.1%
N/C(Cc1ccc([N+](=O)[O-])cc1)=N\OC(=O)c1ccc([N+](=O)[O-])cc1	-4%	-5.1%	.	.	9%	-17%	2%	-5%	-0.9%
COc1cccc(NC(=O)CCC2CCN(C(=O)Cc3cccc(F)c3)CC2)c1	6%	6.0%	-0.4%	.	-12%	1%	-11%	-12%	-0.9%
COc1ccc(Cl)cc1NC(=S)NCCc1ccc(S(N)(=O)=O)cc1	-1%	-3.1%	0.2%	i	3%	-4%	18%	-3%	-0.4%
CCC(CC)C(=O)Nc1ccc(S(=O)(=O)Nc2nccs2)cc1	-2%	.	1.4%	i	-60%[20 µM]	25%	0%	-29%	-0.1%
COc1ccc(N(CC(=O)NCCC2=CCCCC2)S(C)(=O)=O)cc1OC	-6%	5.2%	0.1%	i	-10%	-2%	-16%	-21%	2.6%
O=c1[nH]c(NC2CCCCC2)nnc1Cc1ccccc1	-2%	6.1%	0.4%	i	10%	-4%	-1%	-22%	-1.1%
N#C/C(=C\c1ccc(N2CCOCC2)o1)C(=O)NC1CCCCC1	-114%	1.1%	0.0%	>100µM*	13%	-21%	4%	-12%	66%*
Cc1ccc2cc(NC(=O)c3cccc(F)c3)ccc2n1	-12%	3.3%	0.3%	i	14%	-10%	-152%	-9%	-1.3%
CCC(CC)C(=O)Nc1cccc(S(=O)(=O)c2cccc(NC(=O)C(CC)CC)c2)c1	-9%	-0.5%	-0.3%	i	-29%	?	4%	10%	12%	NS5 inhibitors pilot replicate=-6.1
O=C(COc1ccccc1)N1CCN(S(=O)(=O)Cc2ccccc2)CC1	-5%	-1.8%	-0.9%	i	10%	-10%	25%	17%	-1.9%
CCCn1nnc(NC(=O)c2cc(Br)cc(Br)c2OC)n1	-2%	-5.1%	-0.6%	i	-4%	-2%	2%	4%	-2.6%
CCCn1c(N2CCN(CC(=O)c3c(C)n(C)c4ccccc34)CC2)nc2c1c(=O)[nH]c(=O)n2C	-2%	-12%	-0.1%	i	8%	1%	19%	12%	-0.5%
c1ccc(OCc2nc3ccccc3s2)cc1	-4%	-0.5%	1.1%	i	17%	0%	-46%	-39%	-1.1%
Cc1ccc(S(=O)(=O)NNC(=O)Nc2ccccc2F)c(C)c1	-4%	-2.7%	-0.5%	.	-4%	10%	-4%	-15%	-0.2%
CCC(C(=O)Nc1ccsc1C(=O)OC)c1ccccc1 (configuration not stated)	-6%	1.7%	-0.6%	i	-57%[20 µM]	-4%	16%	8%	-0.1%
Additional records:
SMILES	NS5 inhibitors	KOR beta-arrestin-1	West Nile virus CPE	Yfh1-depleted yeast	KOR beta-arrestin-2	AID2073	HEK293 NOD2/NF-kB	NOD1 NF-kB reporter	HIV peptide binding	others
CC(NC(=O)CN(C)Cc1nc2ccccc2c(=O)[nH]1)c1ccccc1 (configuration not stated)	10%	-2.1%	-0.3%	i	5%	-2%	8%	3%	-1.1%
COc1ccc(S(=O)(=O)N2CCN(C(=O)c3oc4ccccc4c3C)CC2)cc1	-1%	7.5%	-0.6%	.	-10%	6%	31%	-20%	0.5%
O=C(Nc1ccccc1N1CCCC1)c1ccccc1F	-5%	-4.8%	-0.3%	.	18%	3%	11%	8%	-1.6%
Cc1ccc(C(C)(C)C)cc1S(=O)(=O)NC(=O)c1ccccc1	.	-2.3%	-0.1%	i	-3%	-2%	17%	-19%	3.8%

Already shown: an excerpt of the list.
SMILES	NS5 inhibitors	KOR beta-arrestin-1	West Nile virus CPE	Yfh1-depleted yeast	KOR beta-arrestin-2	AID2073	HEK293 NOD2/NF-kB	NOD1 NF-kB reporter	HIV peptide binding	others
CCC(C(=O)Nc1ccsc1C(=O)OC)c1ccccc1 (configuration not stated)	-6%	1.7%	-0.6%	i	-57%[20 µM]	-4%	16%	8%	-0.1%
CC(NC(=O)CN(C)Cc1nc2ccccc2c(=O)[nH]1)c1ccccc1 (configuration not stated)	10%	-2.1%	-0.3%	i	5%	-2%	8%	3%	-1.1%

A portion of the library; rates above refer to the full screens.
